UBC13 inh = human UBC13 polyubiquitination inhibition. P61088. UBC13 polyubiquitin chain formation, TR-FRET. inhibition, % at 20 µM. hit rate 0.47% among 330,000. AID 485273; in the data active = inhibition above about 45%, passing the limit was not always enough
Target sequence (P61088 whole entry, looked up): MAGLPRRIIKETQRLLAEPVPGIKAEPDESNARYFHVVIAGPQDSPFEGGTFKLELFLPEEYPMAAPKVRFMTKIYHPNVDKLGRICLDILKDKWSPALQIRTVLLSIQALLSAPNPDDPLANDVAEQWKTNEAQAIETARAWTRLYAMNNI
Gli-Sufu antag = blocks Gli-Sufu signaling in a luciferase reporter; Sufu-KO-LIGHT fibroblasts, Gli luciferase reporter luminescence; hit rate 0.74% among 340,000; inhibition, % at 5 µM;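 active = inhibition above about 55%, limit read from the data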;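 also: 0% = DMSO-treated cells and 100% = wells with medium but no cells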
ATG4B inhibitor = ATG4B (human) cysteine protease inhibition | Q9Y4P1 | ATG4B cleavage of LC3-PLA2, NBD-HPC fluorescence, 1 h | inhibition, % at 8.33 µM | hit rate 0.51% among 340,000; in the data active = inhibition above about 40%
Target sequence (Q9Y4P1 whole entry, looked up): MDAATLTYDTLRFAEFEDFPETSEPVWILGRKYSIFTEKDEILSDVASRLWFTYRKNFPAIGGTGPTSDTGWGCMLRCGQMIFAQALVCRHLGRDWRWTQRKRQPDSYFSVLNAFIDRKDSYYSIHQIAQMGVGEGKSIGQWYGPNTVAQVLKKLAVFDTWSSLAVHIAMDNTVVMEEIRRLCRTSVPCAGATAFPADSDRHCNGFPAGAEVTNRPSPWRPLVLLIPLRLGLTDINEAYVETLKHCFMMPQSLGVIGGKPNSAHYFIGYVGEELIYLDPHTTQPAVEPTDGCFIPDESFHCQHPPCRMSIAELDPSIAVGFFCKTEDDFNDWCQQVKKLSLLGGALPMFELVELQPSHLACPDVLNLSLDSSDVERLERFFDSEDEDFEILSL
CCR6 antag = antagonists of human CCR6 receptor; P51684; CHO-K1 CCR6 PathHunter beta-arrestin, luminescence, CCL20-stimulated; inhibition, % at 20 µM; hit rate 0.49% among 340,000;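 active = compounds whose inhibition of the agonist-driven luminescence signal at 20 µM reaches about 50%, limit read from the data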;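 also: cells stimulated with CCL20 at 14 nM final; plate controls were DMSO with CCL20 for no effect and DMSO without agonist for full effect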
Target sequence (P51684 whole entry, looked up): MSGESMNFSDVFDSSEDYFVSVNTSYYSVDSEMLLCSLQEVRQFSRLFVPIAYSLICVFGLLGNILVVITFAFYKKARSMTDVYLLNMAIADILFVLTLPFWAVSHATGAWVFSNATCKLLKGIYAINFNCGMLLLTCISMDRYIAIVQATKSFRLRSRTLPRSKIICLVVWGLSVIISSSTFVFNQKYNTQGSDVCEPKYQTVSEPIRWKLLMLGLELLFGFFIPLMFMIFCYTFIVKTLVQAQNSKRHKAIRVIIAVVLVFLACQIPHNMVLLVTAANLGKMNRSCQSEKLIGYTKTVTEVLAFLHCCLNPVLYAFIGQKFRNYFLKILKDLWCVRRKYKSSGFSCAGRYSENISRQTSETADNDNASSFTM
APJ ag = activates the human apelin receptor APJ. CHO-K1 APJ PathHunter beta-arrestin, luminescence; 0% DMSO wells, 100% apelin. activation, % at 20 µM. hit rate 0.11% among 330,000. P35414;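 active = activation more than six SD over the plate average, tested at 20 µM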;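 also: 0% = DMSO alone and 100% = apelin-13 at 10 nM; some results filed as inactive read as strong as hits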
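Assay system: CHO-K1 cells stably expressing ProLink-tagged human APJ and arrestin–beta-gal acceptor. Compound dosing: 20 µM single point, 1% DMSO. Times: 16-18 h seeding, 90 min dark compound exposure, 60 min detection. Detection: beta-gal luminescence. Evaluation: APJ–arrestin association signal. Controls: negative DMSO alone, positive Apelin-13 at 10 nM.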
EBI2 antag = antagonists of human EBI2 receptor; EBI2 beta-arrestin recruitment, luminescence, 7a,25-OHC stimulated; P32249; AID 651636; hit rate 0.81% among 360,000; inhibition, % at 5 µM; in the data active = inhibition above about 38%;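 also: enzyme fragment complementation signal reports receptor beta-arrestin coupling in cells; 0% = agonist plus DMSO wells and 100% = wells without agonist; some results beyond the cut were filed as inactive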
CXCR6 block = blocks human CXCR6 beta-arrestin recruitment; hit rate 0.36% among 360,000; inhibition, % at 20 µM; CHO-K1 PathHunter CXCR6 beta-arrestin, luminescence; O00574; in the data active = inhibition above about 34%, passing the limit was not always enough;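 also: antagonist mode with CXCL16 agonist at 10 nM final; 0% = 10 nM CXCL16 with DMSO and 100% = unstimulated wells without agonist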
APJ antag = antagonists of human APJ apelin receptor. P35414. CHO-K1 APJ beta-arrestin complementation, luminescence. inhibition, % at 20 µM. hit rate 0.32% among 330,000. AID 2521;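 active = inhibition above about 40% at 20 µM, limit read from the data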;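 also: cells challenged with 10 nM apelin-13 agonist together with compound; plate controls were apelin-13 plus DMSO wells for no effect and DMSO wells lacking apelin-13 for full effect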
Starred values were filed as active, the others as inactive.

| Compound | EBI2 antag | Gli-Sufu antag | UBC13 inh | APJ ag | CCR6 antag | APJ antag | CXCR6 block | ATG4B inhibitor |
| --- | --- | --- | --- | --- | --- | --- | --- | --- |
| Cc1ccc(C)c(N2CN(CCC3=CCCCC3)CNC2=S)c1 | -10 | 11 | 4 | -4 | 26 | 14 | -1 | 3 |
| Cc1cc2cc(CNC(=O)Cc3ccc([N+](=O)[O-])cc3)ccc2n1C | -10 | 6 | -5 | -2 | 7 | -12 | -2 | -8 |
| COc1cnc(-c2ccccn2)nc1Oc1ccc(Cl)c2ccccc12 | 24 | 8 | 14 | -3 | 41 | 21 | 17 | -1 |
| COCCOC(=O)c1c(NC(=O)CN2CCc3ccccc32)sc(C(N)=O)c1C | 70* | 4 | 9 | 0 | 5 | 4 | -8 | -7 |
| CCn1c(C)c(C)c2cc(C(=O)NCCc3ccco3)ccc21 | -8 | -7 | 3 | -3 | 16 | -1 | 4 | 12 |
| Cc1cccc(NC(=O)c2ccc(OCc3c(C)noc3C)cc2)c1 | 41 | -12 | 2 | 7 | 6 | 4 | 0 | -14 |
| O=C1C2C3CCC(C3)C2C(=O)N1CNc1ccccc1 (stereo unspecified) | -3 | 4 | 1 | -2 | 0 | -19 | -6 | -10 |
| CCN1C(=O)c2ccccc2S(=O)c2ccc(C(=O)NCc3ccccn3)cc21 (stereo unspecified) | -3 | 4 | 0 | -3 | 12 | 1 | -4 | -17 |
| COc1cccc2cc(C(=O)OC(C)C(=O)c3ccc(C)cc3)c(=O)oc12 (stereo unspecified) | -7 | -3 | -3 | 10 | 7 | -44 | 3 | -5 |
| CC(=O)Nc1ccc(SCC(=O)Nc2ccccc2N2CCOCC2)cc1 | 3 | -8 | -13 | 0 | 7 | 6 | -3 | -1 |
| CC(=O)c1ccc(N2CCN(C(=O)CCCc3nc4ccccc4s3)CC2)cc1 | 21 | 35 | 3 | -2 | 4 | 7 | -5 | 7 |
| Cc1cccc(N2CC(C(=O)OCC(=O)Nc3sccc3C(N)=O)CC2=O)c1C (stereo unspecified) | 3 | 0 | 28 | -1 | 1 | 12 | 0 | 5 |
| CC1CCN(CCNC(=O)C2CCCN(S(=O)(=O)c3cccc4nonc34)C2)CC1 (stereo unspecified) | -1 | -10 | -3 | 2 | 13 | 6 | -6 | -6 |
| COc1c2ccoc2nc2c(OC)c(OC[C@@H](O)C(C)(C)O)ccc12 | -1 | -18 | 22 | 2 | -4 | 10 | -6 | -2 |
| [N-]=[N+]=NC[C@H](Cc1ccccc1)N1CC[C@@H](NC(=O)OCc2ccccc2)CCC1=O | 20 | 20 | -2 | 3 | 10 | -26 | 3 | -7 |
| Cc1ccccc1C(=O)NCC(=O)c1ccccc1 | -15 | -41 | 7 | 2 | 3 | -20 | 2 | -7 |
| O=C(Nc1cc(S(=O)(=O)Nc2ccccc2Cl)ccc1O)c1ccc(F)cc1F | -2 | 5 | -10 | 1 | 4 | -7 | -9 | 1 |
| CC1CC(C)(C)NC(=S)N1CC(=O)N1CCN(Cc2ccccc2)CC1 (stereo unspecified) | 0 | 3 | 2 | -2 | 6 | 6 | -7 | 7 |
| COc1cccc2cc(C(=O)OCc3ccccc3)c(=O)oc12 | -5 | -27 | -17 | -3 | 4 | -5 | -6 | -6 |
| COc1ccc(-c2nnc(SCC(=O)N3CCCCC3)o2)cc1OC | -5 | 5 | 4 | -2 | -8 | 6 | -4 | 0 |
| Cc1c(O)c(=O)ccn1C | -5 | -1 | 6 | 3 | 4 | -44 | 0 | -5 |
| COC(=O)[C@H](C)NC(=O)Nc1ccc(OC)cc1OC | 4 | -1 | 4 | -4 | 13 | 4 | 3 | 2 |
| COc1cc(C(=O)NCCSc2ccccc2)cc(OC)c1OC | -1 | 6 | -14 | 1 | -3 | 11 | 8 | 1 |
| O=C(CSc1nnc(-c2ccc3c(c2)OCO3)o1)Nc1c(F)cccc1F | 3 | -18 | -7 | 0 | 14 | 1 | -1 | -7 |
| Cc1nn(-c2ccccc2)c2sc(C(=O)N3CCCCC3)cc12 | 4 | -23 | 4 | -1 | -12 | 18 | 1 | 9 |
| CCN1C(=O)c2cccc3c(S(=O)(=O)N4CCNCC4)ccc1c23 | -4 | -1 | 8 | -2 | 4 | -4 | -5 | 0 |
| Oc1c(Br)cc(Br)cc1CNc1cccc2cccnc12 | -2 | -2 | -64 | 13 | 25 | -25 | -11 | 16 |
| Cc1ccc(S(=O)(=O)Cc2ccc(C(=O)NCCCN3CCCC3=O)o2)cc1 | -1 | -8 | -14 | 1 | 10 | 0 | 11 | -2 |
| COCCOC(=O)c1c(NC(=O)COC(=O)Cc2cccc(OC)c2)sc(C(N)=O)c1C | 44* | 2 | 5 | -10 | 10 | 13 | 0 | -8 |
| CCCCn1c(N)c(N(CCOC)C(=O)c2cc(-c3ccccc3Cl)nc3ccccc23)c(=O)[nH]c1=O | 4 | -2 | -4 | -4 | 9 | -10 | 9 | -6 |
| COc1ccc(-c2cc(=O)oc3c(C)c(OCC(=O)N[C@@H](Cc4ccc(O)cc4)C(=O)O)ccc23)cc1 | -8 | 6 | -11 | -3 | 7 | -6 | 2 | -29 |
| CC(Sc1nn(-c2ccc(F)cc2)c(=S)s1)C(=O)c1c(N)n(C)c(=O)n(C)c1=O (stereo unspecified) | -5 | 24 | -6 | 11 | 13 | -1 | -5 | -8 |
| CCN1CCc2nc3ccccc3c(C(=O)Nc3ccc(NC(C)=O)cc3)c2C1 | -32 | -3 | -2 | -5 | 4 | -5 | 3 | 5 |
| COc1ccccc1NS(=O)(=O)c1ccc(N/N=C/C=C/c2ccccc2[N+](=O)[O-])c([N+](=O)[O-])c1 | -10 | 21 | -100 | 0 | 13 | 6 | 8 | 0 |
| Oc1ccc(/C=N/Nc2nccnc2Cl)c(O)c1 | -13 | 45 | -41 | -1 | 8 | -1 | -3 | -10 |
| Cc1cc(-c2ccco2)n(CC(=O)NCc2ccco2)n1 | 0 | -2 | -8 | -2 | 8 | -4 | 10 | 4 |
| NCCCCCc1nnc(SCc2ccc(Cl)cc2Cl)o1 | -9 | -1 | 7 | -4 | 19 | 4 | 3 | -4 |
| O=C(NNC(=O)c1ccc(-c2ccccc2)cc1)Nc1ccccc1 | -6 | -2 | -5 | -3 | -2 | -5 | 0 | 5 |
| O=C(CC1Sc2ccccc2NC1=O)NCc1cccc(Cl)c1 (stereo unspecified) | 4 | 42 | 16 | -2 | -1 | -8 | 2 | 1 |
| CCN1CCN(C(c2cccs2)C(C)NC(=O)c2c(F)cccc2F)CC1 (stereo unspecified) | -12 | 8 | 9 | 4 | 0 | -15 | 6 | -2 |
| CCOCCOC(=O)C1=C(C)N(C)C(=O)NC1c1ccccc1F (stereo unspecified) | -4 | -1 | -6 | -1 | -6 | -10 | -5 | -4 |
| CC(C)C(=O)Nc1nc(-c2ccc([N+](=O)[O-])cc2)cs1 | -5 | -42 | -2 | 1 | 19 | -41 | -7 | -7 |
| COc1ccc(-c2csc(Nc3ccccc3)n2)cc1 | 34 | -121 | 4 | -3 | -3 | -3 | -2 | 8 |
| O=C(Nc1ccncc1)C1CCN(S(=O)(=O)c2c(Cl)cccc2Cl)CC1 | 1 | 12 | -3 | 0 | 8 | -54 | -9 | -6 |
| CN1CCN(C(=O)c2cc([N+](=O)[O-])ccc2Cl)CC1 | -8 | 5 | -8 | 3 | 6 | -10 | -7 | -1 |
| O=C(CCCc1c[nH]c2ccccc12)NCCc1c[nH]c2ccccc12 | 33 | 8 | 7 | 1 | -6 | 12 | -6 | -14 |
| CN(C(=O)COC(=O)c1cn(-c2ccccc2)nc1-c1ccccc1)C1CCS(=O)(=O)C1 (stereo unspecified) | 2 | 22 | 24 | -1 | 17 | 10 | -3 | -15 |
| CN(C)CCN(C(=O)c1ccc(S(=O)(=O)N(C)c2ccccc2)cc1)c1nc2cc3c(cc2s1)OCO3 | 8 | 11 | 2 | -3 | 19 | 3 | 6 | 7 |
| COCCN(CCOC)c1ncc(Cl)c(C(=O)c2c(C)cc3ccccn23)n1 | 3 | 3 | 3 | 2 | 12 | 1 | 5 | 1 |
| CCCCCCCC(=O)Nc1ccc(C(=O)N/N=C/c2cccc([N+](=O)[O-])c2)cc1 | -9 | -16 | -25 | -3 | -5 | -4 | 10 | -1 |
| COc1cc2c(cc1OC)C(c1cc(Br)ccc1F)N(C(=O)CCl)CC2 (stereo unspecified) | 0 | 7 | 8 | -1 | 10 | 16 | 12 | 0 |
| CC(c1ccon1)N(C)C(=O)CCc1nnc(C2(c3ccc(Cl)cc3)CCC2)o1 (stereo unspecified) | 1 | 3 | 7 | -3 | 20 | 3 | 4 | 2 |
| Cc1cc(CNC(=O)c2cccc([N+](=O)[O-])c2C)c2ccccc2n1 | -4 | 38 | 1 | -3 | -3 | 7 | -10 | -10 |
| C=CCc1cc(/C=C2/NC(=S)NC2=O)cc(OC)c1O | 2 | -18 | -44 | -8 | 11 | 10 | -6 | 0 |
| O=C(c1ccc(Cl)c(S(=O)(=O)NCc2ccco2)c1)N1CCN(c2ccccc2F)CC1 | 27 | 2 | 6 | 0 | 4 | -3 | -4 | -8 |
| COc1ccc(CCN(Cc2cccs2)S(=O)(=O)c2ccc(S(=O)(=O)N3CCCCCC3)cc2)cc1OC | 5 | 21 | -15 | 4 | 8 | -12 | 6 | -8 |
| Cc1ccc(CN2C(=O)CCC2C(=O)NCCCN2CCCC(C)C2)cc1 (stereo unspecified) | 9 | 13 | 1 | -3 | 12 | -11 | -5 | -6 |
| COc1cc(C2NC(=O)CS2)cc(OC)c1OC (stereo unspecified) | -1 | -5 | 6 | -3 | 16 | 14 | 10 | -7 |

11 of these compounds in a different format.
Below each SMILES – EBI2 antag | Gli-Sufu antag | UBC13 inh | APJ ag | CCR6 antag | APJ antag | CXCR6 block | ATG4B inhibitor
- CN(C)CCN(C(=O)c1ccc(S(=O)(=O)N(C)c2ccccc2)cc1)c1nc2cc3c(cc2s1)OCO3
  8 | 11 | 2 | -3 | 19 | 3 | 6 | 7
- COCCN(CCOC)c1ncc(Cl)c(C(=O)c2c(C)cc3ccccn23)n1
  3 | 3 | 3 | 2 | 12 | 1 | 5 | 1
- CCCCCCCC(=O)Nc1ccc(C(=O)N/N=C/c2cccc([N+](=O)[O-])c2)cc1
  -9 | -16 | -25 | -3 | -5 | -4 | 10 | -1
- COc1cc2c(cc1OC)C(c1cc(Br)ccc1F)N(C(=O)CCl)CC2 (stereo unspecified)
  0 | 7 | 8 | -1 | 10 | 16 | 12 | 0
- CC(c1ccon1)N(C)C(=O)CCc1nnc(C2(c3ccc(Cl)cc3)CCC2)o1 (stereo unspecified)
  1 | 3 | 7 | -3 | 20 | 3 | 4 | 2
- Cc1cc(CNC(=O)c2cccc([N+](=O)[O-])c2C)c2ccccc2n1
  -4 | 38 | 1 | -3 | -3 | 7 | -10 | -10
- C=CCc1cc(/C=C2/NC(=S)NC2=O)cc(OC)c1O
  2 | -18 | -44 | -8 | 11 | 10 | -6 | 0
- O=C(c1ccc(Cl)c(S(=O)(=O)NCc2ccco2)c1)N1CCN(c2ccccc2F)CC1
  27 | 2 | 6 | 0 | 4 | -3 | -4 | -8
- COc1ccc(CCN(Cc2cccs2)S(=O)(=O)c2ccc(S(=O)(=O)N3CCCCCC3)cc2)cc1OC
  5 | 21 | -15 | 4 | 8 | -12 | 6 | -8
- Cc1ccc(CN2C(=O)CCC2C(=O)NCCCN2CCCC(C)C2)cc1 (stereo unspecified)
  9 | 13 | 1 | -3 | 12 | -11 | -5 | -6
- COc1cc(C2NC(=O)CS2)cc(OC)c1OC (stereo unspecified)
  -1 | -5 | 6 | -3 | 16 | 14 | 10 | -7

Screens (PubChem BioAssay)
